Bioassay records: PubChem BioAssay, National Center for Advancing Translational Sciences (NCATS)
aSyn rescue – qHTS of alpha-syn Inhibitors; 370,000 tested, 0.14% active; Potency, µM (titrated, usually from 46.1 µM), without a hit: top-dose growth rescue (activation), usual class: activators; AID 652106, 2013; Yeast expressing alpha-synuclein, growth rescue, BacTiter-Glo, 24 h; note: potency is the fitted concentration of half-maximal effect; % of control where 0% means no effect; nearly all actives have a fitted effect of over 65% in size
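Screening used galactose-induced yeast with toxic alpha-synuclein levels, exposed to compound for 24 hr at 30 deg C. Cell growth, read with BacTiter-Glo luminescence, gave the measured signal.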
Akt phos inh – HTS Assay for Inhibitors of Akt Phophorylation: Primary Screen | 360,000 tested, 0.32% active | Neuro2A IGF-stimulated pAkt S473 HTRF, 20 min; stronger effect = lower value | activity change, % for hits at 50 µM | AID 651550, 2012; in the data active = activity change below about -80%; inconclusive = mostly about -51% to -80%; note: % is set by controls: 0 for no effect and ±100 for the full control effect
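Neuro2A cells in DMEM with 0.5% FBS, overnight at 37 deg C, given compound at single 50 µM final, then IGF (6 nM final) for 20 min at 37 deg C. Lysed; phospho-Akt Ser473 by HTRF after 24 h, 665/615 ratio.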
GLP-1R inv ag – qHTS of GLP-1 Receptor Inverse Agonists (Inhibition Mode); 410,000 tested, 1.6% active; Glucagon-like peptide 1 receptor (Homo sapiens), P43220; AID 624417, 2012; Potency, µM (highest dose often 38.3 µM), inactives show at the top dose activity change, negative = inhibition, most hits filed as inhibitors; HEK293 GLP-1R CRE-luciferase, luminescence, 24 h; GLP-1R form is constitutively active; note: potency is the fitted concentration of half-maximal effect; % is set by controls: 0 for no effect and ±100 for the full control effect; nearly all actives have a fitted effect of over 55% in size
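Seeding at 200 cells/uL, 12 h culture, 24 hr compound treatment, then luciferase reagent and a luminescence read; cells are HEK293 stably expressing a constitutively active GLP-1R plus cAMP-responsive luciferase.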
FUS yeast rescue – qHTS for Suppressors of FUS Proteinopathy: Primary screen using FUS-linked yeast assay. Potency, µM (top dose mostly 76.6 µM), without a hit: at the top dose growth rescue (activation), usual class: activators. 390,000 tested, 0.24% active. AID 1347120, 2019. S. cerevisiae FUS-expressing, growth rescue, OD600, 24 h;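 note: potency is the fitted concentration of half-maximal effect; plate controls were DMSO vehicle for no effect and reference control for full effect; nearly all actives have a fitted effect of over 55% in size; some results filed as inactive show a strong effect at the top dose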
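S. cerevisiae expressing FUS from galactose induction served as the toxicity model. Growth after 24hr at 30C, read as absorbance at 600 nm, indicates suppression of toxicity; compounds dosed at several concentrations.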
D3 antag – qHTS of D3 Dopamine Receptor Antagonist: qHTS. D3R cells, DiscoveRx beta-arrestin luminescence, antagonist mode; stronger effect = lower value. max response, negative = inhibition, %. 360,000 tested, 2.5% active; in the data active = max response below about -50%; inconclusive = no clear call, values can overlap the other calls; note: % is set by controls: 0 for no effect and ±100 for the full control effect; mostly tested at two doses, the higher about 12 µM
Target sequence (P35462 whole entry, looked up): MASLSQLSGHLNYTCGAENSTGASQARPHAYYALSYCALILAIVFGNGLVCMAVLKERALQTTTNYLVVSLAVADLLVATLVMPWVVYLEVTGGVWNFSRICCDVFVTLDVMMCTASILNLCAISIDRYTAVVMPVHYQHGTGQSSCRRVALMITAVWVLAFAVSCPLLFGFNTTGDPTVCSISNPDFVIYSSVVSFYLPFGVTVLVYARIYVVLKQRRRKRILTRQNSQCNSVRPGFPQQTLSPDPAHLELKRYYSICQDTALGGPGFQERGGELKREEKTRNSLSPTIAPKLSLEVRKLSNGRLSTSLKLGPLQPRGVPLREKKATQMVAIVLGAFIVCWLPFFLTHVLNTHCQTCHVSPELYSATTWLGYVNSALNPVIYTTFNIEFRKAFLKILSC
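Cells expressing the human receptor were seeded at 1500 cells/well, incubated overnight at 37 degrees C in 5% CO2, then exposed to library compounds with dopamine controls for 90 minutes at 37 degrees C before luminescent detection.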
GLP-1R agonist – qHTS of GLP-1 Receptor Agonists; 380,000 tested, 0.007% active; Potency, µM (highest dose often 45.6 µM), without a hit: top-dose activation, actives largely listed as activators; HEK293 GLP-1R CRE-luciferase, luminescence, 4-6 h; cells express a hypersensitive GLP-1R form; Glucagon-like peptide 1 receptor (Homo sapiens), P43220; note: potency is the fitted concentration of half-maximal effect; % of control where 0% means no effect
Abeta rescue – qHTS for compounds that reverse cellular toxicity of Amyloid beta (A-beta) peptide in yeast: Primary Screen; yeast expressing A-beta42, growth rescue, OD600, 48 h; response scale: 0% DMSO, 100% iron-clioquinol control; Potency, µM (top dose mostly 46.1 µM), for the others: top-dose growth rescue, hits mostly activators; 410,000 tested, 0.063% active; note: potency is the fitted concentration of half-maximal effect; nearly all actives have a fitted effect of over 55% in size
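Growth rescue measured by 600 nm absorbance after 48 h yeast culture at 30 C with compound. Values normalized between DMSO and an equimolar ferric chloride plus clioquinol control.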
PTHR1 agonist – qHTS for PTHR1 Agonists: Primary Screen. Parathyroid hormone/parathyroid hormone-related peptide receptor (Homo sapiens), Q03431. AID 743266, 2014. 410,000 tested, 0.075% active. HEK293 GP2 PTHR1 cells, GloSensor cAMP luminescence, 1 h. Potency, µM (highest dose often 115 µM), for inactives: at the highest dose activation, hits mostly activators; note: potency is the fitted concentration of half-maximal effect; nearly all actives have a fitted effect of over 55% in size; some results filed as inactive show a strong effect at the top dose; inactives centre near -15; many of its hits are not listed in these tables
Target sequence (Q03431 whole entry, looked up): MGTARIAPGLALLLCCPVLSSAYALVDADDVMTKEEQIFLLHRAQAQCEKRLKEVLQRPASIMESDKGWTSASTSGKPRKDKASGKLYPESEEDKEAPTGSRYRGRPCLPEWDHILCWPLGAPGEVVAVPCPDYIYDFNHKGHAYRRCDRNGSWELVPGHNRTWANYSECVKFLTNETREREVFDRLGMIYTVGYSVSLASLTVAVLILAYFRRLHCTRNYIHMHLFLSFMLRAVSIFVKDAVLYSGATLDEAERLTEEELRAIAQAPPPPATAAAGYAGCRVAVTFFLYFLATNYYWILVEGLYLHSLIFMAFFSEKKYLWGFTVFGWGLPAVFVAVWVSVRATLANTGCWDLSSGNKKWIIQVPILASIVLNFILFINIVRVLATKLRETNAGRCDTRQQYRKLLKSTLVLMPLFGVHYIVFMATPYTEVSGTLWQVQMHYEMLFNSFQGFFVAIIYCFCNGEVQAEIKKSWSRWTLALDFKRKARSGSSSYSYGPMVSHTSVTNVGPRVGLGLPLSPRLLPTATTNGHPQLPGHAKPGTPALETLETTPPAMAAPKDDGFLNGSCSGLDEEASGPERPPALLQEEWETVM
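HEK-293-derived GP2 cells expressing PTHR1 and a GloSensor cAMP reporter, 3,000/well, plated overnight, given luciferin plus IBMX (each 0.5 mM as added) for 1 h at 37 °C, then compound for 1 h at 37 °C. Luminescence was read after 15 min at room temperature.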
TDP43 rescue – qHTS of TDP-43 Inhibitors. 410,000 tested, 1.8% active. TDP-43 expressing yeast growth rescue, BacTiter-Glo, 24 h. Potency, µM (top dose mostly 46.1 µM), without a hit: at the top dose growth rescue (activation), most hits filed as activators; note: potency is the fitted concentration of half-maximal effect; % of control where 0% means no effect; nearly all actives have a fitted effect of over 50% in size
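In this qHTS, compounds that restore growth of yeast expressing TDP-43 appear as activators. Cells (OD600=0.02, galactose medium, raffinose-pregrown) are incubated with compound 24 hr at 30 deg C and growth is quantified by BacTiter-Glo.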
* = called active by the depositor; i = inactive; ? = inconclusive; . = not tested or not shown; [ ] = dose if it differs, or a comment. Unless noted, calls come from the whole dose curve; as a rule, active = well fitted curve in the direction sought with a large enough effect; inconclusive = small, poorly fitted or top-dose-only effect, or another doubt; inactive = no such curve, though single readings can be large; an effect the other way counts as inactive or inconclusive. This is a subset; rates above refer to the full screens.

Each structure is followed by: aSyn rescue	Akt phos inh	GLP-1R inv ag	FUS yeast rescue	D3 antag	GLP-1R agonist	Abeta rescue	PTHR1 agonist	TDP43 rescue
1) Cc1cc(C(=O)O)cc(S(=O)(=O)Nc2ccccc2C(=O)NC2CC2)c1C
    -0.8%	i	10.2%	24.8%	-19.7	-2.1%	5.7%	i	13.2%
2) CCCCc1ccc(S(=O)(=O)NC(=O)C2(C)CCN2C(=O)c2c(C)noc2C)cc1 (stereo not given)
    -0.9%	.	20.7%	10.8%	0.0	-4.6%	-16.7%	7.5%	3.1%
3) COc1ccc(NC2CCCN(C(=O)c3cccc(N(C)C)c3)C2)cc1 (stereo not given)
    -2.8%	.	5.2%	-10.4%	-22.8	3.5%	-3.6%	i	5.9%
4) COC(=O)Cn1c(=NC(=O)CSCC(=O)Nc2cc(C)on2)sc2ccccc21
    -8.5%	i	2.9%	-14.0%	3.9	0.9%	6.5%	-2.4%	5.5%
5) CCc1ccc(S(=O)(=O)NCc2cccnc2)cc1
    -2.7%	i	-2.7%	-12.3%	3.3	-0.7%	-8.1%	-12.5%	9.6%
6) COc1ccc(CCNC(=O)C2CCCN(S(=O)(=O)N3CC(C)CC(C)C3)C2)cc1OC (stereo not given)
    2.0%	i	?	13.0%	-6.4	-1.4%	18.7%	-24.2%	-13.2%
7) CC(=O)c1oc2ccccc2c1NC(=O)CCCN1C(=O)c2ccccc2C1=O
    4.2%	i	14.3%	-11.0%	0.0	-0.3%	6.1%	i	0.0%
8) COc1ccc(-c2ccc(C(=O)Nc3cccc(C(F)(F)F)c3)c3occc23)c(C)c1
    -10.5%	i	4.47µM*	-3.0%	-20.1	-0.6%	-11.1%	-50.1%[inhibitor]	24.7%
9) CCOc1ccc(N2C(=O)S/C(=C\c3cccn3C)C2=O)cc1
    4.4%	i	7.7%	.	2.1	-11.1%	-2.7%	-21.3%	0.2%
10) CC1(C)C2CC[C@]3(C)C(CC=C4[C@@H]5C[C@@](C)(CO)[C@@H]6C[C@@]5(CC[C@]43C)C(=O)O6)[C@@]2(C)CC[C@@H]1O (stereo not given in full)
    10.1%	i	15.9%	-24.6%	11.5	15.2%	6.3%	i	11.8%
11) COc1cc(OC)nc(Oc2ccccc2C(=O)Oc2ccc(Cl)cc2)n1
    -5.8%	i	3.16µM*	8.7%	15.0	18.2%	4.2%	i	20.3%
12) COc1ccc(/C=C2/C(=O)N=C3SCCN32)cc1
    4.3%	i	7.1%	17.3%	11.3	-11.9%	20.0%	-2.3%[57.5 µM]	-1.3%
13) COc1cc(Cl)c(CNC[C@H]2O[C@@H](n3cnc4c(N)ncnc43)[C@H](O)[C@@H]2O)c(Cl)c1O
    -2.9%	i	9.0%	-5.4%	16.7	-8.1%	-7.5%	-26.0%	21.3%
14) CCS(=O)(=O)N1CCN(C(=O)c2cccc(OC)c2)CC1
    -0.5%	i	9.5%	12.0%	12.9	-13.3%	1.8%	i	12.6%
15) CCCS(=O)(=O)NC(=O)C1(C)CCN(C(=O)c2cccc3ccccc23)C1 (stereo not given)
    -6.5%	i	-19.4%	1.2%	-14.8	-2.7%	-3.2%	-23.7%	2.7%
16) Cc1cccc(C)c1Nc1c(-c2ccsc2)nc2cccc(C)n12
    .	.	0.6%	-12.1%	.	.	-9.3%	-0.7%	19.3%
17) CCc1ccc(N2CC(C(=O)OCc3csc(CC(=O)Nc4ccccc4C)n3)CC2=O)cc1 (stereo not given)
    -4.3%	i	2.1%	1.8%	-16.4	-1.7%	2.4%	-80.8%[inhibitor]	-3.5%
18) CCOCC(=O)N1CCC(Cc2ccccc2)CC1
    1.4%	i	-22.0%	-4.7%	-6.3	10.8%	-0.2%	-20.4%	11.2%
19) CCN(CC#CCC1(O)c2ccccc2-c2ccccc21)C(C)C
    0.6%	i	?	26.9%	-17.7	-6.8%	-12.2%	?	-15.5%
20) Cc1ccc(S(=O)(=O)N2CCOCC2)cc1C(=O)NCc1ccccc1CN1CCCC1
    -4.0%	i	-0.7%	10.5%	-1.4	6.9%	5.1%	i	20.1%
21) CSCCC(NS(=O)(=O)c1ccccc1)C(=O)OCc1nc2ccsc2c(=O)[nH]1 (stereo not given)
    0.6%	i	-5.1%	19.3%	2.7	0.4%	-1.8%	-21.4%	-18.2%
22) COC(=O)CC1Oc2ccc(Cl)cc2-n2cc(-c3ccc(F)cc3)nc21 (stereo not given)
    .	.	12.0%	-5.9%	.	0.7%	-13.5%	-94.0%[inhibitor]	-2.5%
23) O=C(Nc1cccc(Cl)c1)c1nc[nH]c1C(=O)N1CCc2ccccc2C1
    2.1%	i	-6.6%	-11.8%	-14.1	3.8%	7.0%	i	12.8%
24) COc1ccc(CNC(=S)Nc2cccc(C)c2)cc1
    8.1%	i	?	5.1%	2.6	2.9%	?	-34.2%[inhibitor]	?
25) Cc1ccc([N+](=O)[O-])cc1N=C(c1cccc([N+](=O)[O-])c1)N1CCOCC1
    5.7%	i	?	21.3%	-17.9	-4.8%	-1.4%	-17.6%[57.5 µM]	-8.3%
26) CC1(C(=O)Nc2nccs2)CCN1C(=O)CC(c1ccccc1)c1ccccc1 (stereo not given)
    -17.1%	i	0.6%	27.7%	0.0	-2.4%	-8.7%	-48.1%[inhibitor]	-52.1%[inhibitor]
27) Cc1ccc(C(=O)Nn2cnnc2)cc1Cl
    -0.4%	i	13.5%	-6.3%	-9.7	-0.6%	-2.1%	i	-3.9%
28) Cc1ccc(-n2ncc3c(=O)n(CC(=O)N4CCN(c5ccccc5)CC4)cnc32)cc1
    8.6%	i	-5.0%[7.66 µM]	-6.2%	15.5	2.4%	-4.2%	-25.8%	10.5%
29) CCOC(=O)c1cnc2ccc(Br)cc2c1NCCO
    -0.3%	i	-13.9%	-7.8%	-11.4	3.2%	5.1%	i	-18.1%
30) CCC(=O)NC(Nc1nc2ccc(C)cc2s1)(C(=O)OC)C(F)(F)F (stereo not given)
    6.5%	i	-7.7%	12.5%	11.8	-3.4%	-0.9%	-5.6%	8.9%

Each structure is followed by: aSyn rescue	Akt phos inh	GLP-1R inv ag	FUS yeast rescue	D3 antag	GLP-1R agonist	Abeta rescue	PTHR1 agonist	TDP43 rescue
31) COc1ccccc1OCC(=O)NCc1nc(-c2ccccc2)no1
    9.8%	i	-5.8%	3.0%	-9.2	-4.2%	10.4%	-12.0%	.
32) COc1ccccc1OCCn1c(C(C)O)nc2ccccc21 (stereo not given)
    -1.2%	i	?	31.8%	13.4	-0.5%	8.8%	-16.9%	21.3%
33) O=S(=O)(Nc1ccc2nc(-c3ccco3)[nH]c2c1)c1ccccc1
    2.4%	i	20.4%	26.5%	15.3	2.8%	24.6%	-6.2%	0.0%
34) CCc1ccccc1NC(=O)N1CC(CC)Oc2ccc(Cl)cc21 (stereo not given)
    .	.	?	?	.	.	-12.0%	-56.9%[inhibitor]	8.1%
35) C[C@H]1CN([C@@H](C)CO)C(=O)c2cccc(NC(=O)Nc3ccc(C(F)(F)F)cc3)c2O[C@@H]1CN(C)C(=O)Nc1ccc(F)cc1
    -16.9%	i	11.2µM*	?	1.7	-9.5%	-8.0%	-62.4%[inhibitor]	9.6%
36) CC(C)n1nnnc1SCC(=O)N1N=C(c2cccs2)CC1c1cccs1 (stereo not given)
    2.2%	i	17.2%	.	21.2	?	-0.9%	-11.0%	18.0%
37) CC(=O)c1cccc(NC(=S)NCCc2ccc(Cl)cc2)c1
    -13.4%	i	?	-5.2%	?	3.8%	3.6%	-5.5%	14.7%
38) COc1ccc(NC(=O)COC(=O)c2cccn2C)cc1S(=O)(=O)N1CCCCC1
    -2.5%	i	-22.3%	5.4%	9.0	13.5%	2.4%	-21.5%	-13.3%
39) O=C(Cn1cc([N+](=O)[O-])ccc1=O)NCc1ccc(Cl)cc1Cl
    0.4%	i	7.4%	48.4%	-9.7	-1.0%	12.8%	i	4.8%
40) O=C(COC(=O)c1ccccc1OC(F)F)Nc1ccc(N2CCCCC2)cc1
    1.4%	i	-24.8%	.	1.7	-24.6%	0.0%	-21.6%	-19.0%
41) CC(C)=CC(=O)O[C@H]1[C@@H]2[C@H](C)C(=O)O[C@@H]2C[C@@H](C)[C@@H]2[C@@H](O)CC(=O)[C@]21C
    -2.4%	i	-14.9%	-23.7%	-21.3	0.1%	-11.0%	-34.9%[inhibitor]	3.8%
42) Cc1ccc2c(c1)c(=O)c1ccccc1n2CCCC(=O)Nc1ccc(Cl)cc1C
    .	.	10.6%	-1.2%	.	.	-5.4%	-11.6%	18.3%
43) C=CCc1cccc(/C=N/NC(=O)C(C)Nc2ccc(C)cc2)c1O (stereo not given)
    5.6%	i	?	.	-6.3	-0.6%	-18.5%	-10.6%	11.1%
44) O=C(c1cccs1)N1C(=O)c2cccc3cccc1c23
    2.7%	i	15.2%	-5.7%	-11.3	7.2%	17.3%	i	-14.3%

From entry 31 as far as 32, copied from above:
Each structure is followed by: aSyn rescue	Akt phos inh	GLP-1R inv ag	FUS yeast rescue	D3 antag	GLP-1R agonist	Abeta rescue	PTHR1 agonist	TDP43 rescue
31) COc1ccccc1OCC(=O)NCc1nc(-c2ccccc2)no1
    9.8%	i	-5.8%	3.0%	-9.2	-4.2%	10.4%	-12.0%	.
32) COc1ccccc1OCCn1c(C(C)O)nc2ccccc21 (stereo not given)
    -1.2%	i	?	31.8%	13.4	-0.5%	8.8%	-16.9%	21.3%
